Bioassay records: PubChem BioAssay, The Scripps Research Institute Molecular Screening Center
DAX1 inh-1: blocks DAX1 repression of SF-1 activated StAR promoter | hit rate 1.1% among 370,000 | AID 652010 | inhibition, % at 6.8 µM | HEK293T StAR-luciferase reporter, SF-1/DAX-1 repression relief;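 active = inhibition above the mean over all tested compounds plus 3 SD, cut at about 3.6% in these data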;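 note: 0% = DAX-1 cells with DMSO and 100% = cells lacking DAX-1 with DMSO; higher inhibition means more luminescence from relief of DAX-1 repression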
hcDAF12 agonist: activators of H. contortus DAF-12 nuclear receptor; hit rate 1.4% among 370,000; AID 652067; HEK293 hcDAF-12 lit1-tk-luc reporter, luminescence; 0% DMSO, 100% Δ7-dafachronic acid; activation, % at 6.8 µM;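 active = activation above the mean of all tested compounds plus 3 SD, cut at about 5.5% in these data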;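 note: 100% = response to 3 µM Δ7-dafachronic acid high control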
DAX1 inh-2: NR0B1 (DAX1) inhibition; hit rate 0.99% among 340,000; AID 504766; P51843; inhibition, % at 6.75 µM; HEK293 Gal4-DAX1 luciferase reporter, luminescence;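 active = inhibition above the mean over all tested compounds plus 3 SD, cut at about 4.2% in these data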;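 note: 0% = DAX1-transfected cells with DMSO and 100% = empty-vector control cells with DMSO; inhibition shows as a rise in luminescence from relieved DAX1 repression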
ADAM17 inh: ADAM17 inhibition, QFRET primary screen; hit rate 0.83% among 370,000; recombinant ADAM17, EDANS/DABCYL FRET peptide cleavage; inhibition, % at 6.95 µM; P78536; AID 720648;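 active = inhibition above the mean of compounds lying between control limits plus 3 SD, set per campaign, cut at about 8.5% in these data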;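 note: 0% = DMSO-only wells as the low control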
Target sequence (P78536 215-824 limits assumed): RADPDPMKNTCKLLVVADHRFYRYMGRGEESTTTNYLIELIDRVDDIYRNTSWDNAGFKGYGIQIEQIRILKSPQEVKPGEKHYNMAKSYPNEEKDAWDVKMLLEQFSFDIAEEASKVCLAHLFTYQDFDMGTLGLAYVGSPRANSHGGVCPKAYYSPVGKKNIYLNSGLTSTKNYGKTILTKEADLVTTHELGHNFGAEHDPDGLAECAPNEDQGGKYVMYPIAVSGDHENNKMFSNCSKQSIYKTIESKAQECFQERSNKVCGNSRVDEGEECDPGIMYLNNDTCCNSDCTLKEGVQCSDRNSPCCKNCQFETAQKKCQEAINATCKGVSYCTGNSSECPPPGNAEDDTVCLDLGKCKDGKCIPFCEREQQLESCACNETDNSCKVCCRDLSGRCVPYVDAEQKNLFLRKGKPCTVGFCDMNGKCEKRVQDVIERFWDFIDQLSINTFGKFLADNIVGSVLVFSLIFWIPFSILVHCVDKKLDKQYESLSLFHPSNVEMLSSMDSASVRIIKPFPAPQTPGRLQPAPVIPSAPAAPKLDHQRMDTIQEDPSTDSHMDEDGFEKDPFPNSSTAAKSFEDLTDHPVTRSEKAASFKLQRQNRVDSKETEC
ssDAF12 agonist: S. stercoralis DAF-12 activation, primary screen | activation, % at 6.8 µM | hit rate 1% among 370,000 | AID 652126 | HEK293 ssDAF-12/GRIP1 lit1-tk-luc reporter, luminescence; % of 3 µM dafachronic acid response;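 active = activation above the mean over all tested compounds plus 3 SD, cut at about 0.9% in these data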;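 note: 0% = DMSO-only wells and 100% = 3 µM delta7-dafachronic acid wells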
sPLA2-III inh: Blocks human group III sPLA2 activity | Q9NZ20 | QFRET BODIPY PC-A2 liposome hydrolysis, fluorescence | inhibition, % at 12.2 µM | hit rate 0.56% among 370,000 | AID 743126;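 active = inhibition above mean plus 3 SD of compounds lying within the high and low control bounds, cut at about 19% in these data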;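 note: 0% = median of test compound wells and 100% = no enzyme DMSO wells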
Target sequence (Q9NZ20 whole entry, looked up): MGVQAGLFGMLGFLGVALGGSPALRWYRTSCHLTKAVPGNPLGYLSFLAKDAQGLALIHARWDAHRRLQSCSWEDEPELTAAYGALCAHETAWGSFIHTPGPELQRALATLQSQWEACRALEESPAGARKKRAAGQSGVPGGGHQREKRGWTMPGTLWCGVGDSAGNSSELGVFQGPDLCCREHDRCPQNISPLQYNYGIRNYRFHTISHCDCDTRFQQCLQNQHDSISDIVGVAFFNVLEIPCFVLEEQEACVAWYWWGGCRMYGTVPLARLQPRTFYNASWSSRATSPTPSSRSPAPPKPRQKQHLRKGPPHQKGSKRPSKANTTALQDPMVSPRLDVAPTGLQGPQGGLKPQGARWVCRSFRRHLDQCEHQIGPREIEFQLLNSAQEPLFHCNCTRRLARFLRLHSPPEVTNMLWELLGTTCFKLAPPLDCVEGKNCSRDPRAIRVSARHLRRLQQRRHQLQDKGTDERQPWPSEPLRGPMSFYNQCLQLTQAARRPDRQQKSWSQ
ADAM10 inh: ADAM10 inhibition, QFRET primary screen | hit rate 0.62% among 370,000 | inhibition, % at 7 µM | O14672 | recombinant ADAM10, EDANS/DABCYL FRET peptide cleavage, 3 h | AID 720582;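 active = inhibition above a per-campaign cutoff equal to the mean of compounds falling between control-based bounds plus 3 SD, cut at about 20% in these data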;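 note: 0% = DMSO wells while the 100% control is not disclosed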
PLC-beta3 inh: inhibitors of human phospholipase C beta3 | Purified PLC-beta3, fluorogenic substrate, fluorescence | hit rate 0.18% among 370,000 | Q01970 | inhibition, % at 12.2 µM; in the data active = inhibition above about 11%;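 note: 0% = median of compound wells on plate and 100% = full blocker control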
PLCg1 inh: blocks human PLC-gamma1 enzyme activity | P19174 | purified PLC-gamma1, fluorogenic substrate, fluorescence | inhibition, % at 12.2 µM | hit rate 0.84% among 370,000 | AID 720700; in the data active = inhibition above about 9.5%
FXN GAA850 act: increases GAA850 frataxin promoter reporter activity | HEK293 lucGAA850 FXN promoter luciferase reporter, 24 h; percent of 10 µM SAHA response | activation, % at 6 µM | hit rate 0.56% among 360,000 | AID 540364;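 active = activation above the average of all compounds screened plus 3 SD, cutoff fixed separately per campaign, cut at about 7.5% in these data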;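 note: 0% = DMSO wells and 100% = 10 µM SAHA wells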
hgDAF-12 ag: activates the H. glycines DAF-12 receptor ligand-binding domain | HEK293 GAL4-hgDAF12 UAS-luciferase reporter, agonist luminescence; normalized to butyrate control | activation, % at 6.8 µM | hit rate 1.8% among 370,000 | AID 687014;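 active = activation above a cutoff set at the mean of all screened compounds plus 3 SD, cut at about 10% in these data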;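 note: 0% = DMSO wells and 100% = sodium butyrate wells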
* marks the source's active call; other numbers are inactive results; / = not tested or not shown.

Sequence of screens: DAX1 inh-1 | hcDAF12 agonist | DAX1 inh-2 | ADAM17 inh | ssDAF12 agonist | sPLA2-III inh | ADAM10 inh | PLC-beta3 inh | PLCg1 inh | FXN GAA850 act | hgDAF-12 ag
> O=C(C1CCCN1S(=O)(=O)c1ccc(Cl)s1)N1CCc2ccccc2C1 (centres undefined)
 : 0.0 | -2.1 | / | -1.5 | -0.9 | -0.2 | -7.1 | -0.1 | -0.7 | / | -1.2
> CCOc1ccc(NS(=O)(=O)c2ccc(NC(=O)c3cccnc3)c(OC)c2)cc1
 : 0.8 | 0.5 | 0.4 | -1.1 | -1.9 | -2.4 | 6.8 | -3.8 | 1.4 | -0.4 | -1.9
> CCN(CC)S(=O)(=O)c1ccc(N2CCOCC2)c(NS(=O)(=O)c2ccc(Cl)s2)c1
 : 2.4 | -0.1 | 1.2 | -5.8 | -1.1 | -3.3 | -11.6 | -0.8 | 0.2 | -1.1 | -0.1
> CN(CC1CCCN(CCc2ccccc2F)C1)C(=O)c1ccoc1 (centres undefined)
 : 0.8 | 1.2 | -0.7 | -0.7 | -1.2 | -2.6 | 3.2 | 5.4 | 0.3 | 2.2 | 1.2
> CCOC(=O)Cc1csc(NC(=O)COc2ccc(C)c(C)c2)n1
 : -1.0 | -0.9 | 1.6 | -2.6 | -1.2 | -8.3 | 6.2 | -8.4 | -2.4 | 0.2 | 3.7
> CCN(C(=O)/C=C/c1ccccc1)C1CCCCC1
 : -0.1 | -2.2 | 0.5 | -4.7 | -1.4 | 12.2 | -9.1 | 0.1 | -2.4 | 2.1 | -1.4
> O=C(Cn1nc(-c2cccc(Cl)c2)ccc1=O)Nc1cccnc1
 : -0.1 | -1.3 | 2.4 | -5.2 | -1.8 | -0.8 | -3.2 | 0.9 | 0.3 | 1.9 | 0.3
> Cc1ccc2c(CSc3nncn3C)cc(=O)oc2c1C
 : -0.2 | 0.0 | -1.3 | 2.4 | -1.4 | -8.2 | -1.5 | 4.5 | 10.9* | 3.6 | 1.1
> CCOC(=O)N1c2ccccc2Sc2ccccc21
 : -0.6 | -1.3 | -1.7 | -1.7 | -1.6 | 0.5 | 5.1 | 0.1 | -1.7 | 0.8 | -1.5
> O=C(Nc1nnc(Cc2ccc(Cl)cc2)s1)c1cccs1
 : -0.5 | -0.5 | 0.9 | -1.9 | -1.3 | -0.7 | 2.4 | 2.7 | -0.3 | -0.5 | -0.2
> Cc1cccc(C)c1OCC(=O)OCC(=O)Nc1ccc(Cl)cn1
 : -0.5 | -0.9 | 0.4 | -7.0 | -0.4 | 9.2 | -12.7 | -8.8 | 0.4 | 0.7 | 0.4
> O=C(CN(c1ccc2c(c1)OCCO2)S(=O)(=O)c1ccccc1)NCC1CCCO1 (centres undefined)
 : 0.5 | 0.2 | -0.3 | -3.4 | -1.3 | -1.2 | -5.1 | 0.0 | 2.3 | -0.3 | -1.0
> Cc1cc(SCC(=O)N(C)CC(=O)Nc2ccc(F)cc2)nc2ccccc12
 : -0.1 | -0.2 | -1.1 | -5.0 | -1.4 | 6.0 | -2.7 | 1.6 | -0.5 | 1.6 | -0.2
> COC(=O)c1sc(S(=O)(=O)NC(C)C(=O)O)c(C(=O)OC)c1C (centres undefined)
 : -0.5 | -0.5 | 0.4 | -0.7 | -1.1 | -1.2 | 0.8 | 1.8 | 3.5 | 1.6 | -1.9
> COC(=O)c1ccc(-c2n[nH]c(=O)c3ccccc23)cc1
 : 0.3 | -1.7 | -0.3 | 1.9 | -1.2 | 1.6 | 6.0 | 2.4 | 3.4 | -2.7 | -0.2
> CC(C)(C)OC(=O)NC1CCN(c2nc(-c3ccc(Br)cc3)cs2)CC1
 : / | -4.1 | / | -5.5 | -2.2 | 15.1 | -6.2 | 1.6 | 3.7 | / | -2.1
> Cc1ccc(Cl)cc1N1C(=O)CC(Sc2ncccn2)C1=O (centres undefined)
 : -0.2 | -0.9 | 4.7* | 2.3 | -0.1 | -6.0 | 7.5 | -2.9 | 2.8 | 1.1 | -2.0
> C#CCOCCOCCOCCNc1nc(N2CCN(C(=O)[C@H](CCCN=C(N)N)n3cc(C(N)[C@@H](C)CC)nn3)CC2)nc(N2CCN(C(=O)[C@H](CCC(=O)O)n3cc([C@@H](N)CC(N)=O)nn3)CC2)n1 (some centres undefined)
 : 2.0 | -0.8 | -0.6 | -7.5 | -0.9 | 11.4 | -9.6 | -1.8 | -0.2 | -0.1 | -1.3
> O=C(CSc1nc2ncccc2[nH]1)NC1CCCCC1
 : -0.3 | 0.4 | -0.4 | -2.2 | -1.2 | 0.3 | -1.3 | -1.9 | 3.4 | 0.8 | -0.5
> CCOCCCNC(=O)c1ccc(N2CCOCC2)c(NS(=O)(=O)c2ccc(OC)cc2)c1
 : 0.4 | -3.1 | 0.5 | -3.4 | 0.0 | 5.8 | -15.0 | -4.2 | -2.8 | -2.4 | 1.9
> NC(=O)c1c(NC(=O)c2ccc([N+](=O)[O-])o2)sc2c1CCCC2
 : -0.2 | 4.1 | -0.3 | 1.2 | 2.0* | 6.4 | 0.6 | -6.9 | -0.5 | 2.4 | 0.7
> COC(=O)c1ccc(Cn2cnc3c(cnn3-c3ccc(C)c(C)c3)c2=O)o1
 : 0.3 | -0.3 | -0.3 | -4.8 | -1.6 | 9.4 | -0.6 | 2.2 | -1.8 | 0.8 | 0.6
> COc1ccc(-c2csc(Nc3cc(C)ccn3)n2)cc1C
 : -0.2 | -1.3 | 2.1 | 5.1 | -1.6 | 4.2 | 3.9 | 0.5 | 6.8 | 3.8 | 3.1
> O=C(NNC(=O)c1ccc2c(=O)n3c(nc2c1)CCC3)c1cccc(Cl)c1
 : -0.5 | 0.2 | 0.4 | -8.9 | -1.4 | -2.8 | -16.0 | -10.8 | -4.4 | 0.9 | -0.1
> Cc1c(C(=O)NCc2ccccn2)sc(=O)n1Cc1ccc(-c2ccccc2)cc1
 : -0.1 | -3.0 | / | 0.9 | -1.4 | -14.7 | -4.8 | -0.5 | -0.2 | 0.3 | -2.8
> CCCN1CCN(CCCNC(=O)CCCn2nc(C)c3sc4ccccc4c3c2=O)CC1
 : 0.2 | 0.4 | 0.3 | -3.0 | -0.8 | -3.6 | -7.6 | -49.6 | 2.6 | 2.1 | -0.4
> Cc1ccc(NC(=O)CCC(=O)OCC(=O)c2ccc(-c3ccccc3)cc2)cc1
 : -0.7 | -2.0 | -0.2 | -2.5 | -1.1 | 6.5 | 1.2 | -1.9 | -1.2 | -2.0 | -1.7
> COCCNC(=O)C(c1ccc(OC)cc1)N(CCOC)C(=O)CCC(=O)Nc1nccs1 (centres undefined)
 : -0.1 | -0.1 | -0.7 | -1.0 | -1.1 | 0.6 | -1.1 | -7.7 | -0.6 | -0.5 | 1.4
> CCC(OC(=O)c1ccc(S(C)(=O)=O)c([N+](=O)[O-])c1)C(=O)NC1C2CC3CC(C2)CC1C3 (centres undefined)
 : 0.6 | 0.7 | / | 0.3 | -1.4 | 10.9 | -18.7 | -0.2 | 3.8 | -0.8 | 0.4
> CC1=C(Sc2nc3ccccc3[nH]2)C(=O)NC(C)(C)C1
 : 0.7 | -0.9 | 0.8 | -3.8 | -0.9 | -2.2 | -3.9 | 0.4 | 3.0 | 0.5 | 1.3
> COC(=O)[C@]12C[C@H](CC(=O)NCC3CCCCC3)C(=O)N(Cc3ccco3)C1=C[C@H](COCc1ccccc1)O[C@@H]2C
 : -1.0 | -1.4 | / | -0.9 | -1.2 | 2.7 | -6.0 | -3.7 | -1.1 | / | 0.7
> COc1ccccc1N1CCN(C(=O)c2cccc(C(=O)N3CCN(c4ccccc4OC)CC3)c2)CC1
 : -1.5 | -2.2 | -3.2 | -1.4 | -2.3 | -4.8 | 1.0 | -3.9 | 0.0 | -0.6 | -6.1
> Nc1cccc(-c2nc3ccccc3[nH]2)c1
 : 2.3 | 8.0* | 1.4 | -100.7 | -1.2 | 5.2 | -278.1 | -118.7 | -76.9 | 2.5 | 7.7
> COc1ccccc1OCCNc1ccc(S(=O)(=O)N2CCCC2)cn1
 : 0.5 | -0.4 | 0.4 | -3.8 | -1.0 | 2.4 | -7.9 | -4.4 | -4.3 | -1.2 | 0.6
> Cc1cccc(N2CCN(C(=O)C(NS(=O)(=O)c3cccs3)c3ccccc3)CC2)c1C (centres undefined)
 : -0.1 | -1.4 | -1.8 | -1.1 | -1.8 | -6.4 | 6.5 | 0.9 | 0.7 | 1.5 | -2.9
> COC(=O)N1[C@H](C)C=C[C@]1(Cc1ccccc1)C(=O)NCCCNc1ncc(C(F)(F)F)cc1Cl
 : 0.2 | -0.9 | 0.7 | 8.4 | -1.6 | -2.6 | 17.4 | 5.6 | 8.8 | 7.8* | -2.9
> COc1cc(Br)cc2cc(C(=O)N3CCCCC3C)c(=O)oc12 (centres undefined)
 : 0.1 | -1.4 | -0.8 | -4.0 | -0.8 | 1.4 | 2.0 | -6.1 | -4.7 | -1.5 | -0.5
> CC1=C(C(=O)N2CCCCCC2)CC(CC(=O)NCc2cccs2)C(=O)N1CCC1=CCCCC1 (centres undefined)
 : 0.5 | -0.5 | / | -0.9 | -1.1 | 1.4 | 1.1 | 4.9 | -0.6 | / | -3.9
> CSc1ccccc1NC(=O)c1cc(-c2ccc3c(c2)OCO3)on1
 : 0.4 | 1.3 | 1.5 | 1.6 | -0.3 | 0.1 | -2.0 | 0.5 | 2.6 | 2.0 | 3.7
> Cc1cc(C)c(OCCCNC2CCCC2)c(Br)c1
 : -0.1 | -0.9 | -0.6 | 1.7 | -1.4 | -4.7 | 0.6 | -1.9 | 5.3 | 1.5 | 0.7
> CCN(CC)C(=O)CSc1nnc2c3ccccc3n(C)c2n1
 : 0.0 | -0.1 | 0.8 | -1.0 | -1.5 | -4.6 | -0.1 | -5.3 | 1.2 | 1.6 | -3.2
> O=C(CSc1nccn(-c2cccc(F)c2)c1=O)Nc1ccc(Cl)cc1F
 : 0.5 | -1.6 | 1.1 | 2.4 | -1.4 | -3.8 | -10.2 | -15.5 | -3.6 | 1.4 | 3.0
> O=CN1CCN(C(=O)c2ccc(Br)o2)CC1
 : -0.1 | -0.4 | 1.2 | 3.2 | -0.6 | 1.4 | 5.5 | -2.7 | 1.6 | 0.0 | 0.1
> C=CCNc1nc(NCCCN2CCCC2=O)c2sc(-c3ccccc3)cc2n1
 : 1.0 | -1.7 | / | -55.1 | -1.1 | 5.7 | -186.3 | -38.4 | -10.9 | -2.7 | 0.7
> Cc1ccc2nc(SCC(=O)NCCCN3CCCC3=O)[nH]c2c1
 : -0.6 | 2.8 | 1.0 | -7.0 | 0.4 | 7.2 | 2.9 | -6.4 | 0.7 | 2.5 | 1.9
> COc1ccc(Cl)cc1S(=O)(=O)Oc1ccc(NC(C)=O)cc1
 : -0.3 | 0.3 | 1.0 | 0.7 | -0.9 | -15.3 | 2.0 | 2.3 | 1.3 | 0.7 | -2.1
